# MLLE-PAM2 inh: blocks PAM2 peptide binding to the PABP1 MLLE domain. inhibition, % at 20 µM. 0.36% of 360,000 active. P11940. AID 588489. GST-MLLE / FITC-PAM2 fluorescence polarization; in the data active = inhibition above about 35%, passing the limit was not always enough;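 also: plate controls were DMSO wells with GST-MLLE for no effect and wells lacking GST-MLLE protein for full effect; some results filed as inactive read as strong as hits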
# DNMT1 block: inhibitors of human DNMT1 | DNMT1 molecular beacon, Hinp1I cleavage, fluorescence | inhibition (reported as % activation of signal), % at 10 µM | P26358 | 0.83% of 360,000 active; in the data active = inhibition above about 50%
# Target sequence (P26358 504-1616 limits assumed): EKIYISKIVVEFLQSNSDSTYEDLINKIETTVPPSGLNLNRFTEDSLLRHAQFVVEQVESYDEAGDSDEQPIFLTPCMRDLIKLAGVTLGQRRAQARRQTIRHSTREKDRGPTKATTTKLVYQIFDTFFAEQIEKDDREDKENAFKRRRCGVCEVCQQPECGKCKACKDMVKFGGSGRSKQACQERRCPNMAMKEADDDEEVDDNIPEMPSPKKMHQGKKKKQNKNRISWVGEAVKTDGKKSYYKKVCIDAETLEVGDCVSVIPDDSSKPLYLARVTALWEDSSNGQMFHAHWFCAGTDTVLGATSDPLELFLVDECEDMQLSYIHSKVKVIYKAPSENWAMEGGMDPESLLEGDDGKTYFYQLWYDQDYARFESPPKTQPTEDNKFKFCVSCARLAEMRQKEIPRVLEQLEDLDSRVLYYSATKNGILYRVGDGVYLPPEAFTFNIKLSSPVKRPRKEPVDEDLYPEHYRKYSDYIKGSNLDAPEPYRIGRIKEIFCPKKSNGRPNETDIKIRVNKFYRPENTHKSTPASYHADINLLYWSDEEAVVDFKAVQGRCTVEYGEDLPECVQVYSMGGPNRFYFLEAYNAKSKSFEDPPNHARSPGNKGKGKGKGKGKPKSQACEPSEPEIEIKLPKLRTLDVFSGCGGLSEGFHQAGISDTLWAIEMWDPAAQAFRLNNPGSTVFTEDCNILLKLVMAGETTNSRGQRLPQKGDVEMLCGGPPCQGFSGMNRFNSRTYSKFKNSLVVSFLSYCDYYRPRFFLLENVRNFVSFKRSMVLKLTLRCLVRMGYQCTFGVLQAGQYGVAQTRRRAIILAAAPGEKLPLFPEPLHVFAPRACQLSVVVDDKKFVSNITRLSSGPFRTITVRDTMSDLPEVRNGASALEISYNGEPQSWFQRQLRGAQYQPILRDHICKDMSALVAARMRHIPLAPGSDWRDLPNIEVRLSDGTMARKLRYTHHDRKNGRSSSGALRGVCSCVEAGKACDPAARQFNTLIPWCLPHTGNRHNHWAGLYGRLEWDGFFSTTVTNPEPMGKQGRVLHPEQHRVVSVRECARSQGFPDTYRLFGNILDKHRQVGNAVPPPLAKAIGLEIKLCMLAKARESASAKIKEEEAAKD
# Rpn11 inh: inhibitors of human proteasome Rpn11; 0.59% of 360,000 active; human 26S proteasome, Ub4-pepOG fluorescence polarization; 20S core pre-blocked with epoxomicin; AID 588493; O00487; calls only at 20 µM;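 active = inhibition at 20 µM, scaled to each plate's controls, above about 33%, limit read from the data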
# CSN inh: CSN deneddylation inhibition; 0.38% of 360,000 active; Q92905; inhibition, % at 12.5 µM; Purified CSN, SCF-Nedd8-OG deneddylation, fluorescence polarization;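 active = pattern-corrected inhibition above about 35%, with an unprinted fluorescence ratio check between 0.5 and 1.5, limit read from the data, passing the limit was not always enough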;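 also: 0% = enzyme with substrate and 100% = substrate without enzyme; some results filed as inactive read as strong as hits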
#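 Test system: purified human Csn5 enzyme expressed in HEK293T cells. Amount: 0.24 nM enzyme. Reagent: SCFSkp2-Nedd8OG substrate at 10 nM final. Schedule: 90 min incubation of compound, enzyme and substrate at room temperature. Detection: fluorescence polarization. Read-out: % inhibition of substrate cleavage by Csn5.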
# LMPTP block: blocks human LMPTP phosphatase | inhibition, % at 20 µM | P24666 | 0.22% of 360,000 active | AID 651560 | recombinant LMPTP-A, OMFP fluorogenic substrate, fluorescence intensity;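 active = compounds that cut the enzyme signal by at least half of the control window in the single-dose screen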;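 also: plate controls were DMSO wells with enzyme plus substrate for no effect and substrate without enzyme for full effect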
#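 Test system – LMPTP-A phosphatase enzyme · Quantity – 0.625 nM LMPTP-A final · Reagent – OMFP substrate, 400 µM final · Dosing – one test concentration per compound, 20 µM, with 3% DMSO overall · Timing – 50 min enzyme reaction at room temperature, protected from light · Detection – fluorescence intensity · Controls – substrate-only low control, DMSO enzyme-plus-substrate high control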
# NadD block: NadD (S. aureus) enzyme inhibition. 0.78% of 360,000 active. AID 602399. purified NadD enzyme, colorimetric absorbance read-out. inhibition, % at 20 µM; in the data active = inhibition above about 26%; also: some compounds past the cut are filed as inactive
# SUMO1 PPI mod: alters human SUMO1 binding to SIM partners; inhibition, % at 20 µM; SUMO1 binding to a labelled peptide, TR-FRET, 1 h; 0.33% of 360,000 active; AID 602429; P63165; in the data active = inhibition above about 37%
# STEP inh: STEP (human) phosphatase inhibition | AID 588621 | P54829 | recombinant STEP, OMFP fluorogenic substrate, fluorescence | inhibition, % at 20 µM | 0.25% of 360,000 active;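 active = inhibition at 20 µM, scaled per plate between control wells, above about 37%, limit read from the data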;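 also: 0% = DMSO with enzyme and substrate and 100% = substrate only without enzyme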
#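 Measure: Control-normalized % inhibition with plate pattern correction | Test system: STEP phosphatase, cell-free reaction | Medium: pH 6.0 Bis-Tris with DTT and Tween 20 | Technique: Fluorescence, 480/540 nm | Times: Reaction 20 min, ambient temperature | Doses: Single compound dose of 20 µM, 1% DMSO final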
# TbMetRS inhib: Trypanosoma brucei MetRS inhibition | 0.4% of 360,000 active | inhibition, % at 11.9 µM | purified T. brucei MetRS, ATP depletion, Kinase-Glo luminescence;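 active = inhibition above a per-plate cutoff of the control wells' mean inhibition plus 3 SD, cut at about 5.5% in these data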;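 also: 0% = DMSO wells median and 100% = median of wells with control inhibitor compound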
#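 Dosing: 11.9 µM single point; system: parasite MetRS enzyme; technique: luminescence of leftover ATP; times: 15 min enzyme-compound preincubation, 2 h reaction, 10 min detection, 25 °C; replicates: each compound tested once; read-out basis: percent inhibition relative to median high and low control wells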
# Scp1 inh: Scp-1 (human) phosphatase inhibition. Recombinant Scp1, phosphopeptide, malachite green phosphate absorbance. inhibition, % at 20 µM. 0.88% of 340,000 active. AID 493091;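 active = inhibition above about 50% at 20 µM, limit read from the data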;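 also: plate controls were DMSO wells with enzyme for no effect and wells lacking enzyme for full effect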
#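 System: truncated SCP-1 phosphatase (76-261aa); medium: Tris acetate buffer pH 5.5 with MgCl2 and Tween-20; incubation: 45 min room-temperature reaction, 5 min colour, 30 min stabiliser; compound: single 20 µM dose, 1% DMSO; reagent: Phosphorylated 17-residue peptide substrate; read-out: % inhibition at 20 µM; technique: colorimetric free-phosphate detection, absorbance 630 nm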
# * marks the source's active call; other numbers are inactive results; i = inactive; nt = not tested or not shown. Compounds as they come. About 3.6% of those tested had a hit in this group.
No.	mol	STEP inh	CSN inh	Rpn11 inh	DNMT1 block	SUMO1 PPI mod
1	O=C(Nc1ccc(S(=O)(=O)N2CCOCC2)cc1)c1ccc(Cl)cc1	-3	1	i	1	0
2	Cc1ccc2c(CC(=O)OC3CCOC3=O)coc2c1 (stereo not drawn)	-1	3	i	-7	-3
3	O=C1C2CCCN2C(c2ccccc2)N1c1cccc(Cl)c1 (stereo not drawn)	0	-4	i	1	4
4	O=[N+]([O-])c1ccc(CC(Cl)c2ccccn2)cc1 (stereo not drawn)	1	-5	i	-1	-29
5	COC(=O)c1ccc(COc2ccc3ccc(=O)oc3c2)o1	-1	4	i	3	-2
6	CCOc1ccc(N2CC(C(=O)NCCN3C(=O)S/C(=C\c4ccc(OC)cc4)C3=O)CC2=O)cc1 (stereo not drawn)	1	-2	i	-5	-17
7	CC(C)(C)NC(=O)C(c1ccc(F)cc1)N(CC1CCCO1)C(=O)CCC(=O)Nc1ccccn1 (stereo not drawn)	0	1	i	-1	-1
8	CCOc1ccc(C(=O)NC(=S)Nc2ccc(NC(=O)CC)cc2)cc1[N+](=O)[O-]	-1	3	i	2	-2
9	CCOc1ccc(CN(C)C(=O)c2cccnc2OCC)cc1OC	-2	3	i	1	0
10	CC1CC(C)CN(CC(C)(C)NS(=O)(=O)c2ccccc2)C1 (stereo not drawn)	-1	0	i	6	-1
11	Cc1ccc2c(c1)N(C(=O)CCC(=O)NC1CCN(Cc3ccccc3)CC1)CC(C)O2 (stereo not drawn)	0	2	i	-2	4
12	COc1ccccc1Nc1nc(-c2c(C)nc3ncccn23)cs1	-2	-4	i	-6	-25
13	Cn1c(=O)c2c(ncn2CC(=O)N/N=C/C=C/c2ccco2)n(C)c1=O	-3	-2	i	0	-11
14	Cc1ccc(-n2ncc(C(=O)N3CCc4ccccc4C3)c2NC(=O)c2ccco2)cc1C	3	2	i	-7	3
15	N#CC(=C1CCCC1)c1nc(-c2ccccc2)cs1	2	-1	i	-3	-12

No.	MLLE-PAM2 inh	LMPTP block	Scp1 inh	NadD block	TbMetRS inhib
1	0	0.5	-6	-8	-0.7
2	19	0.6	2	-4	-2.1
3	13	-1.1	-4	-1	0.4
4	16	-0.6	-4	5	0.3
5	-9	0.4	-2	-4	-1.6
6	-6	0.6	-1	-1	0.1
7	9	-0.8	-2	-3	-0.7
8	27	-0.3	-2	11	0.6
9	-28	-1.6	0	-2	0.3
10	-10	-3.0	-2	-2	-1.0
11	-8	0.5	-9	-2	-0.8
12	2	-1.0	-8	1	-0.3
13	-1	-2.2	0	-4	0.2
14	1	0.6	-6	-3	0.4
15	-10	2.0	-18	-2	-0.8

# Other records:
No.	mol	STEP inh	CSN inh	Rpn11 inh	DNMT1 block	SUMO1 PPI mod
16	O=C(Cc1ccccc1)NCC(=O)Nc1cc(Cl)ccc1Cl	-4	8	i	2	1
17	Cc1[nH]c(C)c(S(=O)(=O)Nc2cccc(Cl)c2C)c1C(=O)N1CCCC1	1	0	i	2	2
18	O=C(CN1CCN(c2ccc(Cl)cc2)CC1)Nc1ccc(F)cc1	-5	-1	i	2	1
19	COc1ccc(Cl)cc1C(=O)O/N=C(\N)c1ccc(Cl)cc1	-2	-2	i	1	-1
20	COc1ccc(OCC(=O)Nc2ccc(N3CCN(C(=O)c4ccccc4C)CC3)cc2)cc1	4	-3	i	0	-1
21	CCOC(=O)c1ccc(NC(=S)NC2CC(C)(C)NC(C)(C)C2)cc1	1	5	i	5	4
22	CCc1c(C)nc(SCC(=O)N2CCN(c3ccccc3OC)CC2)[nH]c1=O	1	-6	i	-4	1
23	CCc1cccc(C)c1N(C(=O)Cn1c(=O)[nH]c2ccccc21)C(C)COC (stereo not drawn)	4	0	i	-1	-1
24	CCCCN(CC)CCCNC(=O)Cn1nc(Cc2cccnc2)c2ccccc2c1=O	-2	0	i	2	4
25	O=C(CN1CCN(CCOCCO)CC1)N1c2ccccc2Sc2ccc(Cl)cc21	1	2	i	-6	-2
26	CCOC(=O)Cn1c(=O)cc(C)c2cccc(C)c21	-1	-5	i	0	4
27	Cc1noc(C)c1S(=O)(=O)Nc1ccc(C(=O)O)cc1	6	2	i	0	2
28	CCOC(=O)CNC(=O)CSc1nc(Cc2cccs2)nc2ccccc12	2	3	i	-13	-9
29	Cc1ccc(Nc2cc(C)nn2-c2nc(C)cc(=O)[nH]2)cc1	2	0	i	5	14
30	COc1ccc(C2C(C(=O)N3CCCCC3)c3ccccc3C(=O)N2C)cc1 (stereo not drawn)	-2	-3	i	2	0

No.	MLLE-PAM2 inh	LMPTP block	Scp1 inh	NadD block	TbMetRS inhib
16	-4	-0.6	-10	-7	-0.5
17	-1	-0.1	-6	-1	4.9
18	-3	-0.5	0	2	-0.7
19	-6	0.9	-6	-5	0.3
20	11	2.0	1	1	-1.5
21	35	-1.0	12	-5	0.6
22	6	-1.3	-7	8	-0.3
23	-9	0.5	-6	10	-0.3
24	-2	0.3	7	2	-0.8
25	-2	-0.1	-6	-4	0.5
26	3	0.7	5	-6	0.2
27	7	-1.4	-7	-4	-0.7
28	35	1.4	-2	8	-0.7
29	13	0.3	-10	9	-2.0
30	-1	-0.5	19	-5	-1.7

# Further entries follow.
No.	mol	STEP inh	CSN inh	Rpn11 inh	DNMT1 block	SUMO1 PPI mod
31	CCC(CO)Oc1cc(NCc2ccccc2O)c2ncn(C(C)C)c2c1 (stereo not drawn)	-1	-5	i	-21	8
32	CCc1c(C)nc(N)n2c(SCC(=O)N3CCCC(C)C3)nnc12 (stereo not drawn)	-3	-2	i	0	-2
33	CCOC(=O)Cn1c(=O)c(-c2ccccc2NCc2ccccc2)nc2ccccc21	3	2	i	4	-6
34	COC(=O)c1[nH]c(C)c(/C(O)=C2\C(=O)C(=O)N(CCN(C)C)C2c2cccs2)c1C (stereo not drawn)	-2	2	i	-2	1
35	CN(CC(=O)NCc1ccco1)CC(=O)Nc1ccc(F)c(F)c1F	3	9	i	-5	-1
36	O=C(CSc1ccc2ccccc2n1)NCCC1=CCCCC1	2	-2	i	-3	2
37	O=C(CSc1nnc(-c2ccco2)n1-c1ccccc1)N1CCN(C(=O)c2ccco2)CC1	0	-1	i	-1	-1
38	CCn1ccc(C(=O)Oc2ccc(C(C)C)cc2)n1	-3	1	i	2	-2
39	Cn1ccc(NC(=O)c2ccc(Cl)cc2Cl)n1	-1	-3	i	3	1
40	COc1cc(/C=N/NC(=O)C(N)=O)cc(OC)c1O	0	-9	i	1	-5
41	CCN(CC)C(=O)c1ccc(-c2nnc(Nc3ccc(C(=O)NC)cc3)c3ccccc23)cc1	-1	0	i	11	-16
42	CC(C)CC(N)c1cn([C@@H](CCC(=O)O)C(=O)N2CCNCC2)nn1 (stereo partly drawn)	-1	-5	i	3	2
43	CN(Cc1ccccc1)C(=O)CCN1C(=O)c2cccc([N+](=O)[O-])c2C1=O	3	-1	i	-1	-31
44	COC(=O)c1ccccc1NC(=O)CCCOc1cc(=O)n(C)c2ccccc12	1	0	i	9	4

No.	MLLE-PAM2 inh	LMPTP block	Scp1 inh	NadD block	TbMetRS inhib
31	12	0.9	-7	0	0.4
32	5	0.0	1	-6	-0.3
33	12	5.4	3	-3	0.2
34	-9	-3.4	6	-2	0.0
35	-24	-0.9	-1	4	-0.1
36	-7	0.5	-3	-1	0.5
37	-5	0.4	-2	4	-0.7
38	3	-1.4	-6	-6	-1.3
39	3	-0.2	-2	0	-0.4
40	-5	-0.6	-6	-8	-0.2
41	-4	1.7	4	1	0.2
42	4	-4.6	2	-2	-0.2
43	-1	-1.1	nt	-5	0.0
44	0	-1.3	nt	-6	-0.6

# Some entries already given, reduced to LMPTP block, SUMO1 PPI mod and DNMT1 block.
No.	Molecule	LMPTP block	SUMO1 PPI mod	DNMT1 block
36	O=C(CSc1ccc2ccccc2n1)NCCC1=CCCCC1	0.5	2	-3
37	O=C(CSc1nnc(-c2ccco2)n1-c1ccccc1)N1CCN(C(=O)c2ccco2)CC1	0.4	-1	-1
38	CCn1ccc(C(=O)Oc2ccc(C(C)C)cc2)n1	-1.4	-2	2
39	Cn1ccc(NC(=O)c2ccc(Cl)cc2Cl)n1	-0.2	1	3

# Part of the list above in order of SMILES length, lowest first:
No.	mol	STEP inh	CSN inh	Rpn11 inh	DNMT1 block	SUMO1 PPI mod
39	Cn1ccc(NC(=O)c2ccc(Cl)cc2Cl)n1	-1	-3	i	3	1
3	O=C1C2CCCN2C(c2ccccc2)N1c1cccc(Cl)c1 (stereo not drawn)	0	-4	i	1	4
10	CC1CC(C)CN(CC(C)(C)NS(=O)(=O)c2ccccc2)C1 (stereo not drawn)	-1	0	i	6	-1
44	COC(=O)c1ccccc1NC(=O)CCCOc1cc(=O)n(C)c2ccccc12	1	0	i	9	4
14	Cc1ccc(-n2ncc(C(=O)N3CCc4ccccc4C3)c2NC(=O)c2ccco2)cc1C	3	2	i	-7	3
8	CCOc1ccc(C(=O)NC(=S)Nc2ccc(NC(=O)CC)cc2)cc1[N+](=O)[O-]	-1	3	i	2	-2
6	CCOc1ccc(N2CC(C(=O)NCCN3C(=O)S/C(=C\c4ccc(OC)cc4)C3=O)CC2=O)cc1 (stereo not drawn)	1	-2	i	-5	-17

No.	MLLE-PAM2 inh	LMPTP block	Scp1 inh	NadD block	TbMetRS inhib
39	3	-0.2	-2	0	-0.4
3	13	-1.1	-4	-1	0.4
10	-10	-3.0	-2	-2	-1.0
44	0	-1.3	nt	-6	-0.6
14	1	0.6	-6	-3	0.4
8	27	-0.3	-2	11	0.6
6	-6	0.6	-1	-1	0.1
